Source: PubChem BioAssay (several laboratories)
human PMI inhibition: MPI enzyme activity inhibition – biochemical, fluorescence intensity, coupled assay, primary screen (AID 1209); purified PMI enzyme, coupled fluorescence intensity; higher % means a stronger effect; one-dose inhibition, % at 20 µM; IC50 in µM for titrated hits; 190,000 tested, 0.42% active;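 note: plate controls were DMSO vehicle for no effect and wells lacking substrate for full effect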
human PMI inhibitors: MPI inhibition at elevated mannose 6-phosphate – biochemical, fluorescence intensity, high mannose 6-phosphate, primary screen (AID 1220). recombinant PMI enzyme, coupled fluorescence intensity; higher % means a stronger effect. one-dose inhibition, % at 20 µM; IC50 in µM for titrated hits. 190,000 tested, 0.66% active
Yfh1-depleted yeast: mitochondrial function rescue without frataxin homolog – Friedreich's ataxia, plus single-dose screen, dose response (AID 1465). S. cerevisiae Yfh1-off respiration, WST-1 reduction, 72 h; higher fold induction means a stronger effect. fold induction at 50 µM, or EC50 in µM where a hit was titrated. 220,000 tested, 0.074% active;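 active = fold induction of absorbance versus untreated yeast above a set limit, then at least 30% activation at any dose in follow-up; inconclusive = repeats straddling the limit, or above it without dose testing; inactive = fold induction below the set limit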;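 note: activators that raise dye reduction in frataxin-depleted yeast; strong numbers were not always called active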
Dynein transport: dynein cargo transport inhibition. 3617.4 mouse cells, GR-EGFP nuclear translocation imaging; test concentration mostly 20 µM; stimulated with dexamethasone, 1 µM; hits give low values. 220,000 tested, 0.47% active. AID 1381. z-score, hits read low;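 active = plate z-score of nuclear minus cytoplasmic receptor signal below a set negative limit, without overly bright fluorescence or cell loss, cut at about -3.5 in these data, passing the limit was not always enough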;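 note: z-score of nuclear minus cytoplasmic ring GR-EGFP intensity difference per well; some compounds called inactive have numbers as strong as hits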
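Buffer or medium: Induction medium lacking tetracycline, stripped serum | Also added: Dexamethasone agonist, 1.0 µM final, for 30 min | Timing: 48 h induction, 1 h compound, 30 min dex at 37 °C | Detection: Formaldehyde fixation, Hoechst nuclear stain, 10x automated fluorescence imaging | Measure: Nuclear versus cytoplasmic GR-EGFP signal, averaged per well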
Ins promoter up: MIN6 insulin promoter up-regulation; AID 1625; MIN6 insulin promoter-GFP reporter, high-content imaging; hits give high values; 190,000 tested, 0.3% active; z-score at 5 µM;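 active = z-score above 3 at 5 µM with at least 500 cells counted in the well; inconclusive = wells under 500 cells, flagged as cytotoxic or low count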
b-catenin transl: beta-catenin nuclear translocation modulation. HeLa beta-catenin nuclear translocation, immunofluorescence imaging. nuclear translocation activity, % at 5 µM. 190,000 tested, 0.3% active;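 active = nuclear translocation activity above 50% at 5 µM, with a well cell count of 50 or more; inconclusive = wells under 50 cells across six images, flagged as toxic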;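 note: per-cell ratio of nuclear to cytoplasmic median beta-catenin stain intensity; plate controls were DMSO negative control for no effect and GSK-3 inhibitor IX positive control for full effect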
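test system = HeLa cells, endogenous beta-catenin | dosing = single 5 µM dose plus 0.02–20 µM confirmation series | times = compound treatment 24 h, 37°C, 5% CO2 | technique = beta-catenin immunofluorescence imaging with DAPI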
Autophagy HCS: autophagy modulation, high-content screen | MEF GFP-LC3 puncta imaging; test concentration mostly 10 µM | 190,000 tested, 0.98% active | calls only at 10 µM (by protocol) | AID 463193;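 active = percentage of spot-positive cells more than 3 SD above its plate mean, without a fluorescence outlier flag or 80% toxicity; inconclusive = no clear call, values can overlap the other calls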;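 note: spot-positive cell cutoff set from DMSO-treated cells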
WT yeast gro inh: growth inhibition of WT yeast, mitochondrial fusion screen; mitochondrial fusion phenotypic screen, WT strain; inhibition, % at 10 µM; 190,000 tested, 2.1% active; in the data active = inhibition above about 58%; tested in S. cerevisiae
MT stabilizer: microtubule stabilizers in HeLa cells | % tubulin-high responders, % at 10 µM | HeLa tubulin immunostaining HCS, 24 h; share of cells brighter than vehicle mean+2SD | AID 2205 | 200,000 tested, 0.83% active;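 active = plate Z-score above 3 for both tubulin-high and condensed-nucleus cell shares, with cell loss under 80%, at 10 µM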;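 note: anti alpha tubulin signal scored within the nucleus-defined area of each cell; some results filed as inactive read as strong as hits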
WT yeast gro inh mutant strain: also measured in WT yeast gro inh; calls as there; inhibition, %; mitochondrial fusion phenotypic screen, mutant strain inhibition
Dynein transport cytoplasmic EGFP: also measured in Dynein transport; calls as there; z-score; measured here: cytoplasmic GR-EGFP intensity; hits give high values
Dynein transport nuclear GR-EGFP: further read-out of Dynein transport, marked with its call; z-score; measured here: nuclear GR-EGFP intensity;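 lower value marks the stronger effect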
Dynein transport cell count: recorded beside Dynein transport, whose call it bears; z-score; measured here: cell count per field
Ins promoter up cell count: recorded beside Ins promoter up, whose call it bears; cell count; measured here: cytotoxicity, nuclei count;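 total cells summed across four imaged fields per well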
b-catenin transl cell count 5 µM: also measured in b-catenin transl; calls as there; cell count; measured here: cell count, cytotoxicity flag
MT stabilizer Hoechst-high %: further read-out of MT stabilizer, marked with its call; % Hoechst-high responders; measured here: nuclear condensation Hoechst responders;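 share of cells brighter than vehicle mean plus two SD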
MT stabilizer cytotoxicity %: recorded beside MT stabilizer, whose call it bears; toxicity, %; measured here: cytotoxicity by cell density;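 0% = mean cell density of plate MIN control wells and 100% = no cells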
Autophagy HCS cell loss 18 h: second read-out of Autophagy HCS, no call of its own (marks repeat the call); toxicity, %; measured here: cell loss, nuclei count;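 cell loss after 18 h compound exposure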
An asterisk follows results filed as active; i = inactive; ? = inconclusive; / = not tested or not shown. Cut-off read from the data, not from the text of the source, unless noted: active = inhibition above about 50%; inactive = the rest.

SMILES	human PMI inhibition	human PMI inhibitors	Yfh1-depleted yeast	Dynein transport	Dynein transport cytoplasmic EGFP	Dynein transport nuclear GR-EGFP	Dynein transport cell count	Ins promoter up	Ins promoter up cell count	b-catenin transl	b-catenin transl cell count 5 µM	Autophagy HCS	Autophagy HCS cell loss 18 h	WT yeast gro inh	WT yeast gro inh mutant strain	MT stabilizer	MT stabilizer Hoechst-high %	MT stabilizer cytotoxicity %
CCOc1ccc2nc(Cl)c(C3CC(c4ccco4)=NN3S(=O)(=O)c3ccccc3)cc2c1 (stereo unspecified)	-5%	2%	i	1.3	-0.073	0.31	-0.48	-0.5	1188	-4.9	566	i	-7	1	-31	2.0	3.0	14
COc1cccc(C2c3c(oc4ccc(F)cc4c3=O)C(=O)N2CCN2CCOCC2)c1OC (stereo unspecified)	2%	5%	i	0.058	-0.22	0.037	-0.25	0.46	1971	-1.2	1074	i	-2	1	-19	3.0	3.9	6.4
Cc1ccsc1/C=N/NC(=O)c1ccccn1	12%	-7%	i	0.35	-0.29	-0.25	0.34	-0.32	1255	/	/	i	8	17	20	4.2	2.0	0.8
COc1ccc(C(CC(=O)O)NC(=O)COc2ccccc2OC)cc1OC (stereo unspecified)	3%	3%	i	-0.5	-0.11	0.097	-0.16	/	/	/	/	i	8	16	-14	4.9	1.5	7.5
CCN1CCCC1CNS(=O)(=O)c1cc(Br)cc2c1N(C(=O)C1CC1)CC2 (stereo unspecified)	3%	-1%	i	-0.092	-0.09	0.28	-0.77	-0.36	1285	-0.7	1116	i	-1	0	8	1.9	1.0	7.3
NC(=O)c1nn(-c2ccccc2)nc1N	10%	8%	i	0.054	0.47	0.19	1	1.3	1206	-0.4	913	i	-11	41	3	2.7	2.5	5.7
CCOC(=O)c1c(NC(=O)CN2CCC(C)CC2)sc(C)c1C	-1%	-4%	i	0.048	-0.31	0.23	0.24	-0.8	1331	0.2	1033	i	-3	-7	-20	1.7	3.8	6.2
CC(C)CCNC(=O)C(c1cccs1)N(CC1CCCO1)C(=O)Cn1nnc2ccccc21 (stereo unspecified)	3%	1%	i	-0.27	0.14	0.22	0.38	0.69	1222	-0.5	1097	i	6	2	-36	3.0	0.5	11
CCOC(=O)c1cnc(SC)nc1Sc1cc(Cl)ccc1Cl	8%	2%	i	0.7	-0.52	0.45	-0.033	0.86	1200	1.7	1467	i	23	71*	-3.0*	2.2	2.6	5.1
Cc1ccccc1-c1noc(N)c1C#N	4%	3%	i	2	0.2	1.7	-2	-0.16	1514	-0.3	996	i	-1	-3	-12	3.2	1.8	5.8
N#C/C(=C\c1cccc([N+](=O)[O-])c1)C(=O)NCc1cccnc1	19%	14%	i	0.27	-0.16	0.15	0.12	-0.18	1550	-0.4	1027	i	4	-5	15	2.9	2.5	5.8
CN(C)c1ccc(N=Nc2ccccc2C(=O)OCC(=O)Nc2ccccc2C(F)(F)F)cc1	8%	4%	i	0.96	-0.25	0.28	-1.1	-1.5	1401	/	/	i	6	44	-30	3.8	2.1	7.2
CCOc1ccc(N(CC(=O)Nc2cccc(C)c2C)S(=O)(=O)c2c(C)[nH]c(=O)[nH]c2=O)cc1	/	/	i	-0.85	-0.087	-0.095	1.2	-0.05	1129	0.7	1253	/	/	/	/	/	/	/
CCOC(=O)c1c(C)[nH]c(C(=O)OCC(=O)c2c(N)n(C)c(=O)n(C)c2=O)c1C	5%	0%	i	-0.46	0.1	0.017	0.58	-0.79	1527	-5.0	1249	i	13	2	0	7.5	2.3	6.3
COc1ccc(S(=O)(=O)N(CCc2ccccc2)CC(=O)O)cc1Cl	6%	5%	i	0.051	-0.23	-0.037	-0.089	-0.31	923	-1.3	1239	i	-5	1	12	2.2	1.7	4.2
CC(C)(C)c1ccc(S(=O)(=O)C(C)(C)C)cc1	-5%	-2%	i	0.098	-0.26	-0.0085	0.22	-0.61	1270	-0.5	1192	i	13	-8	-12	1.4	1.0	2.8
COc1ccc(CCN2CN(S(=O)(=O)c3ccccc3)c3nc4ccccc4nc32)cc1OC	0%	7%	i	0.14	-0.27	-0.037	1.1	0.1	1482	-2.3	1178	i	6	-36	-20	2.8	3.3	9.1
CC(C)C[C@H](NC(=O)NC1CCCc2ccccc21)C(=O)O (stereo partly specified)	/	/	i	-0.62	-0.27	-0.7	0.42	-0.33	1437	-0.6	1191	/	/	/	/	/	/	/
CCOc1cccc(NC(=O)C(Cc2cccs2)c2nn[nH]n2)c1 (stereo unspecified)	2%	3%	i	-0.21	-0.22	0.0062	0.43	-0.05	1428	-2.4	981	i	-8	-17	-2	2.6	2.3	9.3
Cc1ccc(C)c(N2C(=O)c3ccc(C(=O)OCC(=O)c4c(N)n(C)c(=O)n(C)c4=O)cc3C2=O)c1	25%	15%	i	0.7	-0.27	0.45	0.36	0.12	1246	-0.8	1116	i	2	-4	0	1.9	1.4	8.8
Cc1c(C(=O)C(C)C)n(C)c2ccccc12	-13%	-13%	i	-0.33	-0.22	-0.87	0.064	0.5	1285	-0.7	1399	?	/	5	4	1.5	1.8	6.1
CCS(=O)(=O)c1ccc(-c2csc(-c3ccc(Cl)cc3)n2)c(Cl)c1Cl	13%	10%	i	-0.31	-0.15	0.21	0.064	-0.44	1922	-0.4	1115	i	-31	-4	37	2.1	2.1	11
S=C1NC2=C(CCC/C2=C\c2ccccc2)C(c2ccccc2)N1 (stereo unspecified)	-59%	-143%	i	0.26	-0.17	0.2	-0.87	-0.27	941	-0.6	477	i	14	4	4	1.2	3.4	8.9
O=C(NC(=S)NNS(=O)(=O)c1ccccc1)c1ccccc1[N+](=O)[O-]	10%	4%	i	0.62	-0.25	0.64	-0.19	1.6	1385	-3.2	1083	i	-17	-22	13	2.2	2.4	10.0
O=C1c2ccccc2C(=O)N1CCc1nc2ccccc2c(=O)n1-c1ccccn1	7%	4%	i	1.2	-0.17	1.1	-0.75	/	/	/	/	i	-3	-7	14	2.1	1.2	0.8
Cc1cc(=O)n(CC(C)O)c(O)c1C#N (stereo unspecified)	0%	46%	i	-0.3	0.67	0.39	-0.16	0.46	1179	-0.5	1072	i	5	-2	-13	2.7	1.5	5.2
CO/N=C/NC(=O)NOCc1c(Cl)cccc1Cl	-5%	-9%	i	-1.7	-0.23	-0.53	1.4	-0.24	1287	-5.6	1196	i	4	-20	2	2.1	1.7	11
CC(C)C(c1nnnn1Cc1ccccc1)N1CCC(C(N)=O)CC1 (stereo unspecified)	6%	4%	i	-0.23	-0.22	0.13	0.18	/	/	-3.0	938	i	-13	4	3	5.9	3.2	4.8
COC(=O)c1ccc(C(=O)OC)c(NC(=O)CSc2cccc[n+]2[O-])c1	-12%	-50%	i	-0.13	-0.22	-0.9	0.71	-0.16	1510	-4.2	1441	i	1	2	39	2.9	2.7	8.9
O=[N+]([O-])c1ccc2[nH]c(O)c(N=NC3CCS(=O)(=O)C3)c2c1 (stereo unspecified)	/	/	i	0.47	-0.21	0.93	-0.79	-0.24	993	1.2	1363	/	/	/	/	/	/	/
O=C(COc1ccccc1C(=O)O)Nc1ccc(SC(F)F)cc1	-20%	-10%	i	1.2	-0.31	0.73	-0.3	-0.46	1327	1.0	1125	i	13	-1	6	1.3	1.0	3.1
COc1ccc(C2NC3=C(CCC3)C3(C#N)C4(N=C(N)C23C#N)OCCO4)cc1 (stereo unspecified)	12%	14%	i	0.47	0.021	0.88	-1.9	-0.1	1281	-0.6	1140	i	16	-5	-23	5.1	2.4	8.7
N=c1ccn(Cc2ccc(Cl)c(Cl)c2)cc1	1%	6%	i	-0.5	-0.2	-0.44	-0.6	-3.3	832	-2.8	738	i	29	32	48	4.1	1.3	13
N=c1c2c(-c3ccccc3)c(-c3ccccc3)oc2ncn1CCCN1CCOCC1	-1%	-6%	i	2.3	-0.16	1	-0.83	-3.3	742	5.3	707	i	4	11	-3	5.9	5.2	5.2
O=C(NCc1ccccc1Cl)NC(=O)c1csc([N+](=O)[O-])c1	/	/	i	0.39	-0.2	0.69	-0.17	-0.54	1089	-0.3	1294	/	/	/	/	/	/	/

In the list so far, these contain two or more sulfur atoms.
SMILES	human PMI inhibition	human PMI inhibitors	Yfh1-depleted yeast	Dynein transport	Dynein transport cytoplasmic EGFP	Dynein transport nuclear GR-EGFP	Dynein transport cell count	Ins promoter up	Ins promoter up cell count	b-catenin transl	b-catenin transl cell count 5 µM	Autophagy HCS	Autophagy HCS cell loss 18 h	WT yeast gro inh	WT yeast gro inh mutant strain	MT stabilizer	MT stabilizer Hoechst-high %	MT stabilizer cytotoxicity %
CCOC(=O)c1cnc(SC)nc1Sc1cc(Cl)ccc1Cl	8%	2%	i	0.7	-0.52	0.45	-0.033	0.86	1200	1.7	1467	i	23	71*	-3.0*	2.2	2.6	5.1
CCS(=O)(=O)c1ccc(-c2csc(-c3ccc(Cl)cc3)n2)c(Cl)c1Cl	13%	10%	i	-0.31	-0.15	0.21	0.064	-0.44	1922	-0.4	1115	i	-31	-4	37	2.1	2.1	11
O=C(NC(=S)NNS(=O)(=O)c1ccccc1)c1ccccc1[N+](=O)[O-]	10%	4%	i	0.62	-0.25	0.64	-0.19	1.6	1385	-3.2	1083	i	-17	-22	13	2.2	2.4	10.0
